High-throughput results (PubChem)
PriA SSB inh: K. pneumoniae PriA-SSBct interaction inhibition. AlphaScreen SSBct-PriA binding, biotinylated peptide. inhibition, % at 33 µM. 430,000 tested, 0.6% active; in the data active = inhibition mostly above about 37%, no sharp cut-off; inactive = mostly below about 20%;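 note: plate controls were negative control peptide for no effect and reference peptide for full effect; strong numbers were not always called active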
TcdB GH inh: TcdB glycohydrolase inhibition; inhibition, % at 9.99 µM; TcdB glycohydrolase enzymatic assay, plate reader; 350,000 tested, 0.24% active; in the data active = inhibition above about 10%
SARS 3CLpro inh: SARS-CoV 3CLpro protease inhibition. 290,000 tested, 0.14% active. recombinant SARS-CoV 3CLpro, quenched FRET peptide cleavage. inhibition, % at 6 µM. AID 1706; in the data active = inhibition above about 12%
PrPC surface inh: reduces human prion protein on the cell surface; AID 720596; 370,000 tested, 0.43% active; cell surface PrPC, TR-FRET read-out; P04156; inhibition, % at 13.8 µM; in the data active = inhibition above about 24%; note: 0% = median of the test wells and 100% = reference compound wells
VHR inh abs: blocks human VHR1 dual specificity phosphatase | P51452 | recombinant VHR phosphatase, pNPP absorbance | inhibition, % at 13.3 µM | 290,000 tested, 0.52% active | AID 1654; in the data active = inhibition above about 50%; note: some compounds called inactive have numbers as strong as hits
Target sequence (P51452 whole entry, looked up): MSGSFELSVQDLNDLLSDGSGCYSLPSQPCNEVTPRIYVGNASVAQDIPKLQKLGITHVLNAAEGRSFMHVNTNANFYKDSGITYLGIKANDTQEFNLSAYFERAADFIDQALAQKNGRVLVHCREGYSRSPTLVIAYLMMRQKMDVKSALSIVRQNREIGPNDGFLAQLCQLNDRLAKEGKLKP
Vc quorum ag: inducers of Vibrio cholerae quorum light production without autoinducers; V. cholerae BH1578 lux reporter, luminescence, 6 h; activation, % at 18.7 µM; 350,000 tested, 0.16% active; AID 588436; in the data active = activation mostly above about 9.7%, no sharp cut-off; note: not every result past the cut was called active; inactives centre near 0; reference of the scale not given here
CCHF vOTU inh: CCHFV vOTU protease inhibition; Pep-AMC fluorescence; inhibition, % at 11.5 µM; 370,000 tested, 0.55% active; AID 651958; in the data active = inhibition above about 30%; note: 0% = vehicle wells with enzyme and 100% = no enzyme wells
Rv3671c inh: Rv3671c (M. tuberculosis) protease inhibition. P9WHR9. 320,000 tested, 0.048% active. inhibition, % at 5.96 µM; in the data active = inhibition above about 38%;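 note: extracellular domain of Rv3671c used as enzyme; 0% = enzyme with DMSO and 100% = no enzyme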
Target sequence (P9WHR9 whole entry, looked up, the tested form may be a part): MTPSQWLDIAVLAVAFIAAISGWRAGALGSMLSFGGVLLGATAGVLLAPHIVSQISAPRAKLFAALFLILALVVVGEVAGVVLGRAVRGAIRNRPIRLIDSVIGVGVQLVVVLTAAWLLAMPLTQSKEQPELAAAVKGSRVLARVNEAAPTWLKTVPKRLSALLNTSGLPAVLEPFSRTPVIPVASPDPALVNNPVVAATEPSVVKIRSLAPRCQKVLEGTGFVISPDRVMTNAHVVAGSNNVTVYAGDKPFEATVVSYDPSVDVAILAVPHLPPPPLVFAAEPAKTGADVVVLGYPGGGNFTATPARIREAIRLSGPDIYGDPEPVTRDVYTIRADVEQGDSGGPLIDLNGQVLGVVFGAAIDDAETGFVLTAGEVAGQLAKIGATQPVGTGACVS
MazEF act: activators of E. coli MazEF toxin-antitoxin RNase | P0AE70 | FAM/BHQ RNA-DNA oligo cleavage fluorescence, 5 h | activation, % at 20 µM | 350,000 tested, 0.32% active; in the data active = activation above about 50%
Target sequence (P0AE70 whole entry, looked up): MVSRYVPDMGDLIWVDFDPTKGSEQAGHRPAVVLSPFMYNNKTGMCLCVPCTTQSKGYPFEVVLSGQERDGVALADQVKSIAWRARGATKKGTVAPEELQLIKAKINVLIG
Y pestis TopoI: inhibitors of Yersinia pestis topoisomerase I; Y. pestis Topo-I cleavage product accumulation, plate reader; activity, % at 10 µM; 360,000 tested, 0.064% active; in the data active = activity above about 50%, passing the limit was not always enough; note: inactives centre near 2
* marks the source's active call; other numbers are inactive results; i = inactive; . = not tested or not shown; + = active, no number; & = joins results of further samples.

cpd	canonical_smiles	PriA SSB inh	TcdB GH inh	SARS 3CLpro inh	PrPC surface inh	VHR inh abs	Vc quorum ag	CCHF vOTU inh	Rv3671c inh	MazEF act	Y pestis TopoI
1	Cc1ccc(C(=O)N(CCN2CCCCC2)CC2CCCN(C3CCCC3)C2)s1 (stereo unspecified)	3	2.0	2	-9	8	i	3	.	-6	-2
2	CC1(C)CC(OC(=O)c2ccco2)CC(C)(C)N1O	11	.	-3	-2	7	-4.4	6	3	3	-3
3	COc1cc([N+](=O)[O-])ccc1NC(=O)CCS(=O)(=O)c1ccc2c(c1)n(C)c(=O)c(=O)n2C	6	2.9	5	-1	22	0.9	4	-3	-5	5
4	O=C(/C=C/c1cccs1)N1CCOCC1	-12	2.2	2	0	1	-0.5	-1	0	-2	-3
5	O=C(C1CCN(S(=O)(=O)c2cccs2)CC1)N1CCCCC1	-18	0.0	-3	1	10	i	16	-2	7	0
6	Cc1cccc(OCC(=O)Nc2ccncc2)c1	-15	1.4	.	4	.	-0.4	-12	1	3	-5
7	COC(=O)c1c(NC(=O)Cc2cccs2)sc(C(=O)NC2CCCCC2)c1C	-5	1.8	-6	-3	.	-8.0	-10	-4	8	-4
8	O=C(CSc1nc2ccccc2[nH]1)N1c2ccccc2Sc2ccccc21	-1	1.4	3	7	-2	-0.9	-6	0	1	-6
9	CCC(=O)OC(Cc1ccccc1)(c1ccccc1)[C@H](C)CN(C)C (stereo partly specified)	-1	0.2	.	-2	.	-0.4	3	-1	-2	-14
10	Cc1ccccc1NC(=O)C(C)O/N=C/c1cccc([N+](=O)[O-])c1 (stereo unspecified)	.	.	-4	0	16	-0.3	3	1	10	4
11	Fc1ccc(NC(=S)N2CCN(c3ncccn3)CC2)cc1	-9	0.3	4	11	-3	-0.3	5	-9	4	0
12	CN1C(=O)N(CC(=O)Nc2ccc(C(F)(F)F)cc2)C(=O)C12CCCCC2	12	1.3	.	2	.	-6.2	0	.	0	-7
13	CN(C(=O)COC(=O)C1CCN(S(=O)(=O)c2ccc(Cl)cc2)CC1)C1CCS(=O)(=O)C1 (stereo unspecified)	-4	0.1	.	6	.	5.9	-11	1	9	1
14	COc1cc(/C=C(\C#N)c2nc3ccccc3[nH]2)ccc1O	19	4.3	-3	-4	16	-0.8	4	-3	-7	-12
15	Cc1cccc(C)c1NC(=O)COC(=O)C1CC(=O)N(Cc2ccccc2)C1 (stereo unspecified)	-9	0.1	2	0	-2	i	-4	2	9	-5
16	Cc1ccccc1OCC(O)CNC1CCCC1 (stereo unspecified)	-4	1.5	3	-2	35	-0.9	12	-10	10	5
17	CCOC(=O)C1C(=O)NC(N2CCCCC2)=NC1C(C)C (stereo unspecified)	-16	.	3	-1	-6	i	15	-2	-2	-9
18	COc1ccc(-c2csc(-n3ncc(-c4ccccn4)c3N)n2)cc1	3	0.2	-3	10	13	2.8	8	9	-5	2
19	CC1CN(S(=O)(=O)c2cccc(C(=O)N(Cc3nnc(-c4ccccc4Cl)o3)C3CC3)c2)CC(C)O1 (stereo unspecified)	-3	1.4	.	-3	.	-5.0	-4	-3	-2	16
20	COc1ccc(S(=O)(=O)Nc2cc(Sc3ncn[nH]3)c(O)c3ccccc23)cc1	.	.	6	57*	41	.	107*	.	.	.
21	CC(Cc1ccccc1)C(=O)NCc1nc2ccccc2s1 (stereo unspecified)	-17	0.7	1	6	20	i	-9	-5	3	-4
22	O=S(=O)(c1ccc(SCc2ccc(Br)cc2)nc1)N1CCCCC1	-14	0.9	.	8	.	0.9	-3	.	-4	3
23	Cc1ccnc(SCc2cc(=O)c(OC(=O)c3ccc(S(=O)(=O)N4CCCC4)cc3)co2)n1	-11	1.8	-2	5	4	-0.2	-7	-1	1	39
24	COc1ccc(C2CC(c3c(O)cc(C)oc3=O)=NCCS2)c(OC)c1 (stereo unspecified)	-16	.	6	.	-2	18	.	1	3	-2
25	O=c1c([N+](=O)[O-])c(N2CCCCC2)c2ccccc2n1-c1ccccc1	-7	.	-4	.	8	+	.	0	-3	2
26	CCN1CCN(CCNC(=O)CS(=O)(=O)Cc2nc(-c3ccc(C)cc3)oc2C)CC1	-3	-3.8	-3	4	36	1.1	-7	7	10	-5
27	CCN(CC)C(=O)c1sc(NC(=O)c2ccc3c(c2)OCO3)c(C(N)=O)c1C	-3	0.2	4	0	-6	-0.2	2	12	7	11
28	Cc1cc(SCC(=O)N2CCN(C(=O)c3ccco3)CC2)c(C)cc1Br	10	1.3	.	-8	.	i	1	0	-5	14
29	CCC(=O)Nc1cccc(SC)c1	-10	.	-3	-8	2	-0.3	22	6	24	3
30	COc1ccc(Nc2ccc(Cl)nn2)cc1	6	-1.3	2	-2	2	-0.6	4	8	5	2
31	COc1ccccc1-c1cc(C(=O)N/N=C/C=C/c2ccccc2[N+](=O)[O-])c2ccccc2n1	.	.	11	1	-6	i	12	-4	-1	-2
32	CSc1ccccc1NC(=O)c1cc(-c2ccco2)on1	-8	1.6	-4	4	-3	-0.4	9	4	5	-3
33	CCCC1=NN(C(=O)Cc2ccc([N+](=O)[O-])cc2)C(O)(C(F)(F)F)C1 (stereo unspecified)	-3	0.8	5	-7	-8	-0.5	-9	-4	1	1
34	COCOCCn1cc(CN2CCS(=O)(=O)N(Cc3ccc(-c4ccncc4)cc3)C(CC(C)C)C2=O)nn1 (stereo unspecified)	.	0.2	.	5	.	-0.3	-3	.	5	15
35	COc1cccc(NC(=O)CN2C(=O)CSc3ccc(S(=O)(=O)N4CCCCC4)cc32)c1	0	-4.0	0	23	18	i	11	-4	-1	6
36	CC(C)Cc1oc(C(=O)O)cc1CN	-16	1.7	1	7	31	i	1	1	0	1
37	COc1ccc(-c2nn(-c3ccccc3)cc2CO)cc1	-12	.	-2	-2	-6	4.2	4	-4	-2	-4
38	O=C(O)c1cc([N+](=O)[O-])ccc1NCc1ccccn1	-3	-1.4	.	2	.	-0.6	3	0	-3	1
39	O=C(CCSc1ccccc1)NNC(=O)c1ccccc1F	-5	0.5	.	-3	.	7.1	-4	-6	4	4
40	CN1CC(=O)N(CC(=O)N2CCC(Cc3ccccc3)CC2)C1=O	0	-1.9	-1	-3	2	-0.7	-1	5	1	7

14 entries from above, arranged by heavy-atom count, rising:
cpd	canonical_smiles	PriA SSB inh	TcdB GH inh	SARS 3CLpro inh	PrPC surface inh	VHR inh abs	Vc quorum ag	CCHF vOTU inh	Rv3671c inh	MazEF act	Y pestis TopoI
36	CC(C)Cc1oc(C(=O)O)cc1CN	-16	1.7	1	7	31	i	1	1	0	1
30	COc1ccc(Nc2ccc(Cl)nn2)cc1	6	-1.3	2	-2	2	-0.6	4	8	5	2
6	Cc1cccc(OCC(=O)Nc2ccncc2)c1	-15	1.4	.	4	.	-0.4	-12	1	3	-5
2	CC1(C)CC(OC(=O)c2ccco2)CC(C)(C)N1O	11	.	-3	-2	7	-4.4	6	3	3	-3
38	O=C(O)c1cc([N+](=O)[O-])ccc1NCc1ccccn1	-3	-1.4	.	2	.	-0.6	3	0	-3	1
5	O=C(C1CCN(S(=O)(=O)c2cccs2)CC1)N1CCCCC1	-18	0.0	-3	1	10	i	16	-2	7	0
10	Cc1ccccc1NC(=O)C(C)O/N=C/c1cccc([N+](=O)[O-])c1 (stereo unspecified)	.	.	-4	0	16	-0.3	3	1	10	4
9	CCC(=O)OC(Cc1ccccc1)(c1ccccc1)[C@H](C)CN(C)C (stereo partly specified)	-1	0.2	.	-2	.	-0.4	3	-1	-2	-14
25	O=c1c([N+](=O)[O-])c(N2CCCCC2)c2ccccc2n1-c1ccccc1	-7	.	-4	.	8	+	.	0	-3	2
8	O=C(CSc1nc2ccccc2[nH]1)N1c2ccccc2Sc2ccccc21	-1	1.4	3	7	-2	-0.9	-6	0	1	-6
27	CCN(CC)C(=O)c1sc(NC(=O)c2ccc3c(c2)OCO3)c(C(N)=O)c1C	-3	0.2	4	0	-6	-0.2	2	12	7	11
1	Cc1ccc(C(=O)N(CCN2CCCCC2)CC2CCCN(C3CCCC3)C2)s1 (stereo unspecified)	3	2.0	2	-9	8	i	3	.	-6	-2
19	CC1CN(S(=O)(=O)c2cccc(C(=O)N(Cc3nnc(-c4ccccc4Cl)o3)C3CC3)c2)CC(C)O1 (stereo unspecified)	-3	1.4	.	-3	.	-5.0	-4	-3	-2	16
34	COCOCCn1cc(CN2CCS(=O)(=O)N(Cc3ccc(-c4ccncc4)cc3)C(CC(C)C)C2=O)nn1 (stereo unspecified)	.	0.2	.	5	.	-0.3	-3	.	5	15

Random excerpt: 2 compounds from above, in no set order.
cpd	canonical_smiles	PriA SSB inh	TcdB GH inh	SARS 3CLpro inh	PrPC surface inh	VHR inh abs	Vc quorum ag	CCHF vOTU inh	Rv3671c inh	MazEF act	Y pestis TopoI
2	CC1(C)CC(OC(=O)c2ccco2)CC(C)(C)N1O	11	.	-3	-2	7	-4.4	6	3	3	-3
33	CCCC1=NN(C(=O)Cc2ccc([N+](=O)[O-])cc2)C(O)(C(F)(F)F)C1 (stereo unspecified)	-3	0.8	5	-7	-8	-0.5	-9	-4	1	1

Continuation:
cpd	canonical_smiles	PriA SSB inh	TcdB GH inh	SARS 3CLpro inh	PrPC surface inh	VHR inh abs	Vc quorum ag	CCHF vOTU inh	Rv3671c inh	MazEF act	Y pestis TopoI
41	O=C(CSc1nncn1-c1ccccc1)Nc1cccc(S(=O)(=O)N2CCCCC2)c1	.	-3.7	3	3	5	.	-6	-1	.	.
42	CC(C)(C)C1COc2ccccc2N1C(=O)c1ccccc1Cl (stereo unspecified)	-6	0.8	8	5	36	i	6	1	-3	19
43	COc1ccc(CCNC(=O)c2cc(=O)c3cc(C)ccc3o2)cc1OC	-14	0.6	-5	7	9	1.6	14	-9	3	1
44	Cc1cccc(-c2nc(C)cc(=O)[nH]2)c1	-11	1.1	-1	2	-7	-0.5	0	1	11	-1
45	COCCn1c(C)cc(C(=O)CSc2nc3ccccc3o2)c1C	-19	.	1	-3	19	-2.1	-2	-1	-1	17
46	COCCCNC(=O)/C=C/c1ccc(Cl)cc1Cl	-10	.	6	-8	1	-0.3	-6	3	4	-4
47	CCCN(CCO)CCCc1ccccc1	-15	.	1	-5	-7	-12	-5	-4	3	5
48	CC(C)OC(=O)Nc1ccc(-c2ccc(NC(=O)OC(C)C)cc2Cl)c(Cl)c1	-17	4.7	-2	-5	15	-0.6	7	2	3	4
49	O=C(CSc1ccc2nnc(-c3ccccn3)n2n1)Nc1ccc2c(c1)OCCO2	1&-23	0.3	-1	0	27	-0.1	19	-8	2	-6
50	CN=C1SC(CC(=O)Nc2ccccc2F)C(=O)N1C (stereo unspecified)	-20&-3	-0.5	4	-3	2	-0.3	-2	-6	0	-3
51	CC(C)CNc1nc(NC(C)(C)C)nc(Oc2ccc(=O)[nH]n2)n1	1	1.7	0	2	18	-0.2	10	1	-1	-5
52	CCOC(=O)C1CCCN(C(=O)c2cc(COc3ccc(C)nc3)on2)C1 (stereo unspecified)	-2	-0.9	-5	7	11	-0.4	-6	.	11	3
53	COc1ccc(-n2nc(C(=O)NCC(=O)N3CCC(C(N)=O)CC3)c3ccccc3c2=O)cc1	2	-0.6	4	-15	-3	-0.2	6	13	2	7
54	CCN1C[C@@H]2[C@@H]3C(=O)N(C)C(=O)[C@@H]3[C@](CC)(C(=O)OC)N2C1=NCc1ccccc1	-9	3.7	.	-9	.	2.0	5	.	5	-5
55	COc1ccc(NC(=O)Cn2c(=O)sc3ccccc32)cc1	0	.	3	-4	5	-0.2	-4	-2	-28	-1
56	COc1ccc(C(=O)NCCSc2ccccc2)cc1OC	0	0.9	4	-7	15	-0.8	18	5	-1	5
57	CC1CN=C(c2ccccc2)O1 (stereo unspecified)	1	1.2	.	-4	.	i	-6	.	-5	6
58	CCOC(=O)CSc1nnc(CNC(=O)c2ccc(OC)cc2)n1C1CCCCC1	-16&-7	.	1	5	42	-0.6	-2	-1	15	1
59	O=C(Cn1cnc2c(OCc3ccccc3)ncnc21)NCc1ccc2[nH]ccc2c1	-2	0.9	.	3	.	3.1	4	-13	9	8
60	Cc1cc(/C=C2/NC(=O)NC2=O)c(C)n1-c1ccncc1	-12	-0.6	2	-10	29	i	1	3	-7	5
61	CC(=O)OC[C@@H]1CN(Cc2cccc(C(F)(F)F)c2)C[C@H](n2cnc3c(NCc4ccco4)ncnc32)O1	.	1.3	.	3	.	-0.2	8	.	.	34

An excerpt (hit frequency here may not be typical).
